# From PubChem BioAssay
# HGIII-sPLA2 inh: Inhibits HGIII-sPLA2 liposome hydrolysis, primary screen; 370,000 compounds, 0.56% hits; inhibition, % at 12.2 µM; QFRET BODIPY PC-A2 liposome hydrolysis, fluorescence; Q9NZ20; AID 743126;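 active means inhibition above mean plus 3 SD of compounds lying within the high and low control bounds, cut at about 19% in these data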;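 further: 0% = median of test compound wells and 100% = no enzyme DMSO wells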
# DAX1 inh-1: inhibitors of DAX1 repression of SF-1 activated StAR promoter | HEK293T StAR-luciferase reporter, SF-1/DAX-1 repression relief | inhibition, % at 6.8 µM | 370,000 compounds, 1.1% hits | AID 652010;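 active means inhibition above the mean over all tested compounds plus 3 SD, cut at about 3.6% in these data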;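 further: 0% = DAX-1 cells with DMSO and 100% = cells lacking DAX-1 with DMSO; higher inhibition means more luminescence from relief of DAX-1 repression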
# PLCb3 inh: blocks human PLC-beta3 enzyme activity; Q01970; Purified PLC-beta3, fluorogenic substrate, fluorescence; inhibition, % at 12.2 µM; 370,000 compounds, 0.18% hits; in the data active means inhibition above about 11%;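 further: 0% = median of compound wells on plate and 100% = full blocker control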
# hgDAF12 agonist: activates the H. glycines DAF-12 receptor ligand-binding domain | HEK293 GAL4-hgDAF12 UAS-luciferase reporter, agonist luminescence; normalized to butyrate control | activation, % at 6.8 µM | 370,000 compounds, 1.8% hits;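 active means activation above a cutoff set at the mean of all screened compounds plus 3 SD, cut at about 10% in these data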;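 further: 0% = DMSO wells and 100% = sodium butyrate wells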
# PLC-gamma1 inh: blocks human PLC-gamma1 enzyme activity; 370,000 compounds, 0.84% hits; inhibition, % at 12.2 µM; AID 720700; purified PLC-gamma1, fluorogenic substrate, fluorescence; P19174; in the data active means inhibition above about 9.5%
# ADAM10 inh: ADAM10 inhibition, QFRET primary screen; recombinant ADAM10, EDANS/DABCYL FRET peptide cleavage, 3 h; inhibition, % at 7 µM; 370,000 compounds, 0.62% hits; O14672;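 active means inhibition above a per-campaign cutoff equal to the mean of compounds falling between control-based bounds plus 3 SD, cut at about 20% in these data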;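 further: 0% = DMSO wells while the 100% control is not disclosed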
# Target sequence (O14672 214-748 limits assumed): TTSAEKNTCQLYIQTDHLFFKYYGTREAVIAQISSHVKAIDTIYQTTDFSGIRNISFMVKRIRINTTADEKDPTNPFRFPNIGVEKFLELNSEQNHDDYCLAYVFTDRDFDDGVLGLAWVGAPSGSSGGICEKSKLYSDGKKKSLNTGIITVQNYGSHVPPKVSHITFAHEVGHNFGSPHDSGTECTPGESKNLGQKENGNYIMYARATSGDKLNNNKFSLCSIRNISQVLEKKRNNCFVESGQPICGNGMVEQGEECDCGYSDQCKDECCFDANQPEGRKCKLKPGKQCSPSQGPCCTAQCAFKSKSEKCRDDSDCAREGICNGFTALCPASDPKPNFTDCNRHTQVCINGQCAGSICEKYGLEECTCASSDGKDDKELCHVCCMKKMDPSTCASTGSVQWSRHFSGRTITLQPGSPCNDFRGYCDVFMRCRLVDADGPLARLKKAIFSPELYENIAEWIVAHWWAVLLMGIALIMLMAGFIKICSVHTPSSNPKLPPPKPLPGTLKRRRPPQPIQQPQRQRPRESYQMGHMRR
# ssDAF12 agonist: activates DAF-12 receptor from parasite S. stercoralis. HEK293 ssDAF-12/GRIP1 lit1-tk-luc reporter, luminescence; % of 3 µM dafachronic acid response. activation, % at 6.8 µM. AID 652126. 370,000 compounds, 1% hits;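 active means activation above the mean over all tested compounds plus 3 SD, cut at about 0.9% in these data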;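 further: 0% = DMSO-only wells and 100% = 3 µM delta7-dafachronic acid wells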
# hcDAF-12 act: activates DAF-12 receptor from parasite H. contortus; HEK293 hcDAF-12 lit1-tk-luc reporter, luminescence; 0% DMSO, 100% Δ7-dafachronic acid; activation, % at 6.8 µM; 370,000 compounds, 1.4% hits; AID 652067;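 active means activation above the mean of all tested compounds plus 3 SD, cut at about 5.5% in these data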;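 further: 100% = response to 3 µM Δ7-dafachronic acid high control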
# FXN GAA850 act: frataxin GAA850 promoter activation; HEK293 lucGAA850 FXN promoter luciferase reporter, 24 h; percent of 10 µM SAHA response; activation, % at 6 µM; 360,000 compounds, 0.56% hits; AID 540364;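 active means activation above the average of all compounds screened plus 3 SD, cutoff fixed separately per campaign, cut at about 7.5% in these data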;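 further: 0% = DMSO wells and 100% = 10 µM SAHA wells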
# ADAM17 inh: inhibitors of human ADAM17. P78536. recombinant ADAM17, EDANS/DABCYL FRET peptide cleavage. inhibition, % at 6.95 µM. 370,000 compounds, 0.83% hits. AID 720648;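 active means inhibition above the mean of compounds lying between control limits plus 3 SD, set per campaign, cut at about 8.5% in these data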;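 further: 0% = DMSO-only wells as the low control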
# DAX1 inh-2: inhibitors of human orphan nuclear receptor DAX1 (NR0B1). P51843. 340,000 compounds, 0.99% hits. HEK293 Gal4-DAX1 luciferase reporter, luminescence. inhibition, % at 6.75 µM. AID 504766;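 active means inhibition above the mean over all tested compounds plus 3 SD, cut at about 4.2% in these data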;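 further: 0% = DAX1-transfected cells with DMSO and 100% = empty-vector control cells with DMSO; inhibition shows as a rise in luminescence from relieved DAX1 repression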
# Target sequence (P51843 207-470 limits assumed): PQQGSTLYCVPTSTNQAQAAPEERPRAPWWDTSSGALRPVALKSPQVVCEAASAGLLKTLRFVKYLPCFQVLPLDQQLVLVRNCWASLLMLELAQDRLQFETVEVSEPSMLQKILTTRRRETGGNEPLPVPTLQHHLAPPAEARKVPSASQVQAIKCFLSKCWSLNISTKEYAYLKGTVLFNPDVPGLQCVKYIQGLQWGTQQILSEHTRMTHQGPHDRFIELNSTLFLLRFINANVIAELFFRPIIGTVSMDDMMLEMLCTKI
# The depositor's hits bear a star; / = no result given.
SMILES,HGIII-sPLA2 inh,DAX1 inh-1,PLCb3 inh,hgDAF12 agonist,PLC-gamma1 inh,ADAM10 inh,ssDAF12 agonist,hcDAF-12 act,FXN GAA850 act,ADAM17 inh,DAX1 inh-2
O=C(Nc1cccc([N+](=O)[O-])c1)c1cccc(C(=O)Nc2cccc([N+](=O)[O-])c2)c1,-2.4,0.1,0.6,1.7,-2.3,6.6,-0.4,0.1,1.5,-3.3,0.3
Cn1c(-c2ccccc2)c(Sc2ccccc2)c2cc(-c3ccc4cc[nH]c4c3)ccc21,-1.6,-1.9,-1.8,-1.1,-2.5,-5.9,-0.9,-1.6,/,-3.1,/
O=C(CSc1ncccn1)Nc1ccc(Cl)c(S(=O)(=O)N2CCOCC2)c1,-7.7,-0.1,8.7,0.4,3.3,5.4,-1.1,-1.1,1.1,2.4,-0.9
CC1(C)CC(=O)c2cc(C(=O)N3CCCC(C)(C)C3)c(=O)n(-c3ccccc3)c2C1,-4.6,0.4,1.5,-0.4,-1.0,-9.6,-1.4,-0.6,1.8,-1.2,0.0
O=C(Cc1cccs1)Nc1ccc(NC(=O)c2ccco2)cc1,6.8,-2.5,2.1,-0.6,-2.8,0.1,-0.9,0.8,6.6,-1.5,-1.5
O=C(Nc1nnc(C2CC2)s1)c1ccccn1,4.7,1.9,-4.5,12.5*,2.9,1.0,-0.5,3.3,-0.8,-8.2,0.1
Cc1c(C(=O)NCc2ccc([N+](=O)[O-])cc2)sc(=O)n1Cc1ccc2c(c1)OCO2,-1.9,-1.1,2.2,-2.0,3.6,-1.7,-1.9,-2.8,0.0,-2.7,/
CCOC(=O)c1cnc2c(C)c(Cl)ccc2c1NCCCN1CCOCC1,-7.4,-0.8,-1.9,1.1,0.5,-6.6,-1.6,-1.2,2.8,-1.9,1.0
O=C(/C=C/c1ccco1)c1cccc([N+](=O)[O-])c1,4.9,-0.6,0.5,-3.5,3.3,-11.4,-1.4,1.1,2.0,-2.0,-0.5
CCOc1ccc(CCNC(=O)CCc2c(C)nc3ncnn3c2C)cc1OCC,2.4,0.1,3.2,2.0,1.7,-0.3,-0.9,-1.7,-2.3,-3.1,0.7
COc1ccccc1-c1nnc(NC(=O)c2ccc(S(=O)(=O)N3CCCC3)cc2)o1,-1.2,1.0,-5.7,1.6,2.5,0.7,-1.3,2.7,-2.5,-2.0,-0.5
Cn1c(SCC(=O)NNC(=O)Cc2ccccc2)nnc1-c1ccc(Cl)cc1,-1.1,-0.2,1.9,-2.2,3.7,-0.9,-1.3,-1.1,1.0,-1.6,0.6
COc1ccc(NC(=O)CN2C(=O)c3cccc4cccc2c34)cc1OC,-4.1,-0.4,-18.5,0.4,-15.9,2.9,0.0,-0.8,0.1,5.7,0.1
N/C(CC(=O)Nc1ccc(F)cc1)=N\O,-3.7,-0.5,5.3,1.5,4.0,1.1,-1.5,-0.8,-3.9,-2.5,1.2
CCNCCOC(c1ccccc1)c1ccccc1,-0.3,0.4,1.5,2.2,0.5,0.3,-1.4,-1.0,-2.4,-3.5,0.4
Fc1ccc(/C=N/NC(=S)NCCc2ccccc2)cc1F,-1.3,0.3,-6.6,-1.1,3.7,16.5,-1.0,-1.1,0.1,0.4,-0.3
Nn1c(SCC(=O)NC2CCCc3ccccc32)nnc1C1CC1 (centres undefined),0.7,-0.8,-4.9,0.2,1.8,-10.7,-1.0,0.9,1.6,-0.8,-1.0
CCN=C1NC(c2cccc(Cl)c2)C(C(=O)OC)=C(C)N1Cc1ccc(C(F)(F)F)cc1 (centres undefined),1.4,0.3,-1.0,-0.9,1.3,-19.2,-1.1,0.2,/,-5.2,/
CCC(c1nnc(SCC(=O)Nc2ccc(C(C)=O)cc2)n1C1CCCCC1)N(C)C (centres undefined),-11.5,0.3,2.6,4.2,0.1,2.5,-1.4,-0.8,-2.6,0.8,0.0
CCC1(c2ccccc2)NC(=O)N(CC(=O)NCC2COc3ccccc3O2)C1=O (centres undefined),5.5,-0.8,-2.3,-1.3,-0.2,-8.0,-1.2,-1.2,-2.1,-5.1,-2.2
CC(=O)Nc1nc(-c2ccc3c(c2)CCN3S(C)(=O)=O)cs1,-1.8,0.6,-14.4,9.2,-14.8,1.0,0.4,2.6,5.3,-4.9,-0.5
CCCCNc1c(-c2ccc(OC)c(SC3CCCCC3)c2)nc2ccc(Cl)cn12,4.2,0.4,-89.0,0.2,-52.3,0.8,-1.0,1.0,0.5,-1.8,1.4
O=C(Nc1nnc(SCC(=O)N2CCCC2)s1)C1CC(=O)N(c2ccc(F)cc2)C1 (centres undefined),-1.9,-0.7,-9.3,0.1,-2.5,-3.6,-0.7,-0.2,-0.3,-1.1,1.9
O=C(NC1CCCCC1)n1c(=O)oc2ccc(Cl)cc21,-7.5,0.7,3.3,0.4,-0.8,-8.9,-1.2,-0.2,1.5,0.3,-0.3
CC(C)c1ccc(C2C(C#N)=C(N)Oc3c2oc(CO)cc3=O)cc1 (centres undefined),0.2,0.8,-3.1,2.0,-2.2,-6.3,-1.8,0.7,1.9,-3.6,0.8
CCOc1ccccc1NC(=O)N1CCC(NC(=O)c2cccc(C)c2)CC1,-0.9,-1.3,-0.7,0.0,-1.6,-2.4,-1.2,-2.4,0.5,-5.7,-1.5
O=C(O)CN1C(=O)S/C(=C\c2ccc3c(c2)OCO3)C1=O,-1.6,0.0,-18.2,-0.7,-9.3,-4.9,-1.2,1.2,0.0,-2.2,0.8
Cc1cc(C)cc(Nc2nc(-c3ccc(S(=O)(=O)N4CCCC4)cc3)cs2)c1,-9.0,0.1,-102.5,1.7,-72.7,-54.4,-1.3,-0.5,-1.6,-23.1,-1.0
COc1ccc(CC(=O)OCC(=O)Nc2ccc(N3CCOCC3)cc2)cc1,-1.9,-1.0,-11.3,3.3,-1.1,-8.1,-0.7,-0.6,0.5,-7.3,1.6
Cc1cccc(N2CCN(C(=O)CNC(=O)c3cccc([N+](=O)[O-])c3)CC2)c1C,5.8,-1.3,-5.1,-4.8,1.0,0.8,-2.1,-5.3,-1.2,-4.2,-2.1

# Part of the list above, with two lines to a compound.
# Screens in order: HGIII-sPLA2 inh	DAX1 inh-1	PLCb3 inh	hgDAF12 agonist	PLC-gamma1 inh	ADAM10 inh	ssDAF12 agonist	hcDAF-12 act	FXN GAA850 act	ADAM17 inh	DAX1 inh-2
COc1ccccc1-c1nnc(NC(=O)c2ccc(S(=O)(=O)N3CCCC3)cc2)o1
    -1.2	1.0	-5.7	1.6	2.5	0.7	-1.3	2.7	-2.5	-2.0	-0.5
Cn1c(SCC(=O)NNC(=O)Cc2ccccc2)nnc1-c1ccc(Cl)cc1
    -1.1	-0.2	1.9	-2.2	3.7	-0.9	-1.3	-1.1	1.0	-1.6	0.6
COc1ccc(NC(=O)CN2C(=O)c3cccc4cccc2c34)cc1OC
    -4.1	-0.4	-18.5	0.4	-15.9	2.9	0.0	-0.8	0.1	5.7	0.1
N/C(CC(=O)Nc1ccc(F)cc1)=N\O
    -3.7	-0.5	5.3	1.5	4.0	1.1	-1.5	-0.8	-3.9	-2.5	1.2
CCNCCOC(c1ccccc1)c1ccccc1
    -0.3	0.4	1.5	2.2	0.5	0.3	-1.4	-1.0	-2.4	-3.5	0.4
Fc1ccc(/C=N/NC(=S)NCCc2ccccc2)cc1F
    -1.3	0.3	-6.6	-1.1	3.7	16.5	-1.0	-1.1	0.1	0.4	-0.3
Nn1c(SCC(=O)NC2CCCc3ccccc32)nnc1C1CC1 (centres undefined)
    0.7	-0.8	-4.9	0.2	1.8	-10.7	-1.0	0.9	1.6	-0.8	-1.0
CCN=C1NC(c2cccc(Cl)c2)C(C(=O)OC)=C(C)N1Cc1ccc(C(F)(F)F)cc1 (centres undefined)
    1.4	0.3	-1.0	-0.9	1.3	-19.2	-1.1	0.2	/	-5.2	/
CCC(c1nnc(SCC(=O)Nc2ccc(C(C)=O)cc2)n1C1CCCCC1)N(C)C (centres undefined)
    -11.5	0.3	2.6	4.2	0.1	2.5	-1.4	-0.8	-2.6	0.8	0.0

# Later entries:
SMILES,HGIII-sPLA2 inh,DAX1 inh-1,PLCb3 inh,hgDAF12 agonist,PLC-gamma1 inh,ADAM10 inh,ssDAF12 agonist,hcDAF-12 act,FXN GAA850 act,ADAM17 inh,DAX1 inh-2
O=C(CNS(=O)(=O)c1cccs1)N1CCN(c2ncccn2)CC1,1.5,0.2,-3.0,3.8,-2.4,-9.5,-0.6,-1.5,/,-0.7,/
COc1ccc(S(=O)(=O)N2CCOCC2)cc1NC(=O)CN(C)Cc1c(F)cccc1Cl,-9.7,-1.7,1.4,-3.1,2.7,7.1,-2.7,-2.9,1.4,2.1,-0.7
Cc1cccc(OCC(=O)N/N=C\C=C\c2ccc3c(c2)OCO3)c1C,2.4,0.5,0.2,1.4,0.7,5.5,-1.1,-1.5,3.1,-0.4,-0.4
O=C(NCc1ccccc1)C(c1ccc(F)cc1)N1CCN(C(=O)C2CCCO2)CC1 (centres undefined),-6.2,-1.1,4.0,3.5,-0.1,-3.3,-0.6,-1.9,/,-2.7,/
CCCc1ccc(OCC(O)CN2CCCC2)cc1 (centres undefined),0.7,-0.4,-7.5,-0.5,0.2,-0.1,-0.7,-1.6,-0.7,-2.6,0.6
CCOC(=O)Cn1cnc([N+](=O)[O-])n1,3.8,1.0,-1.6,0.1,1.7,-2.7,-1.2,-1.0,-0.5,-1.5,0.4
COc1cc2oc(=O)ccc2cc1-c1c(OC)ccc2ccc(=O)oc12,-2.6,0.7,-10.9,-1.2,-7.8,-3.5,-0.8,-2.6,-2.6,-1.3,-0.3
COc1ccccc1-n1c(C)nnc1SCC(=O)Nc1cc(C)cc(C)c1,-3.2,-0.8,-9.1,-0.4,2.1,1.5,-1.0,-1.7,0.4,-0.2,-0.3
O=C(Cn1cnc2c(nnn2Cc2ccc(Cl)cc2)c1=O)NCC1CCCO1 (centres undefined),-5.3,-0.1,4.1,1.4,-1.9,-3.9,-1.7,-0.6,1.3,-2.0,0.7
CCC(=O)C1CCCN(C(=O)CCc2nnc(-c3ccc(C(C)=O)s3)o2)C1 (centres undefined),2.5,5.3*,5.6,9.4,0.2,-3.8,-0.3,6.0*,1.5,2.4,2.0
